# SR-BI HDL uptake – inhibitors of mouse SR-BI mediated HDL lipid uptake; Q61009; ldlA[mSR-BI] CHO cells, DiI-HDL uptake fluorescence, 3 h; inhibition, % at 12.5 µM; 320,000 compounds, 0.96% hits;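 active means mean replicate inhibition of at least 70% and a set share of replicates each scoring 70 or more; inconclusive means meets just one of the two criteria; inactive means fails both criteria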;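 further: 0% = median of neutral control wells and 100% = median of positive control wells; values of inactives mirror those of a sister screen read the other way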
# Target sequence (Q61009 whole entry, looked up): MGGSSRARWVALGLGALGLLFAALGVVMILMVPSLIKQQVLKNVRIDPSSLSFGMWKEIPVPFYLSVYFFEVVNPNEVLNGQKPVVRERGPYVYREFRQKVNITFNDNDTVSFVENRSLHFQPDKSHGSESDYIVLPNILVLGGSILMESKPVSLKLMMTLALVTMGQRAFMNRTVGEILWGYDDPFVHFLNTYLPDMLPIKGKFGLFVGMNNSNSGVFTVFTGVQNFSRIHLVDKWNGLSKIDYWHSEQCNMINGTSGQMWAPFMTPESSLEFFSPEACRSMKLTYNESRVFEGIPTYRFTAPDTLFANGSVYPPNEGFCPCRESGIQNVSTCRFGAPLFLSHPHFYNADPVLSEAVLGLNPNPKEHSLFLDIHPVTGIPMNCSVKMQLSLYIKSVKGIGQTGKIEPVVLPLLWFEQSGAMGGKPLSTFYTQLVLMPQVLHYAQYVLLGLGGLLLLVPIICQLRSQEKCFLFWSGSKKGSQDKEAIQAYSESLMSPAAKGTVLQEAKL
# Tat transport – blocks Tat-dependent protein export in E. coli; E. coli MC4100 TorA-mCherry Tat export, fluorescence; inhibition, % at 10 µM; 340,000 compounds, 0.036% hits; AID 488895;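 active means mean replicate inhibition at least 50% and at least half of replicates individually reaching 50%; inconclusive means only one of the two criteria met; inactive means neither criterion met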;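 further: exported cargo escapes ClpAP degradation while cytoplasmic cargo is degraded and loses fluorescence; 0% = median of neutral control wells and 100% = median of NaSCN control wells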
# CAL PDZ FP-1 – blocks peptide binding to human CAL PDZ domain; purified CAL PDZ, TMR-peptide fluorescence polarization, 1 h; AID 504414; Q9HD26; 330,000 compounds, 0.02% hits; inhibition, % at 20 µM;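 active means highest replicate inhibition of at least 40%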;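 further: plate controls were DMSO neutral control wells for no effect and unlabeled competitor peptide control wells for full effect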
#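 System: purified tagged CAL PDZ domain construct (CerCALP). Schedule: 1 h incubation at room temperature before polarization reading. Medium: 25 mM sodium phosphate pH 7.4, 150 mM NaCl, TCEP, IgG, Thesit. Read-out: percent inhibition from loss of millipolarization. Measured by: FP readout, S and P plane fluorescence. Probe or stimulus: fluorescent TMR peptide probe.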
# SR-BI DiI-HDL act – SR-BI HDL lipid transfer activation; activation, % at 12.5 µM; CHO ldlA[mSR-BI] cells, DiI-HDL uptake fluorescence, 3 h; 100 = double the neutral-control signal; 320,000 compounds, 0.096% hits; AID 504775;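 active means mean replicate activation of at least 60% and every replicate at or above 60%; inconclusive means mean or all-replicate condition met, but not both; inactive means mean below 60% and not all replicates reaching 60%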;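 further: 0% = median plate neutral-control signal and 100% = twice that signal; values of inactives mirror those of a sister screen read the other way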
#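 Assay system: LDL receptor-deficient CHO ldlA cells overexpressing murine SR-BI / Medium: BSA-supplemented, HEPES-buffered Ham's F12, pH 7.4 / Probe or stimulus: DiI-labelled HDL at 10 µg/mL final / Timing: compound with DiI-HDL co-incubation, 3 h at 37 °C / Technique: bottom-read cell fluorescence after medium removal, ex 550/em 595 nm / Measure: HDL uptake via cellular fluorescence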
# AddAB inh – less growth of phage-infected E. coli with AddAB; E. coli expressing H. pylori AddAB, absorbance growth; AID 435030; inhibition, % at 11.9 µM; 330,000 compounds, 0.29% hits; in the data active means inhibition above about 12%;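 further: 0% = vehicle wells of infected cells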
# CAL PDZ FP-2 – blocks peptide binding to the human CAL PDZ domain | Q9HD26 | purified CAL PDZ, TMR-peptide fluorescence polarization, 1 h | inhibition, % at 24.9 µM | 300,000 compounds, 0.92% hits | AID 602252;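 active means mean inhibition of at least 30% with at least half of replicates also reaching 30%; inconclusive means no clear call, values can overlap the other calls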;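 further: 0% = DMSO neutral control and 100% = excess unlabeled competitor peptide PRC23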
# Wnt act – activators of Wnt/beta-catenin signaling. 300,000 compounds, 1.2% hits. activation, % at 9.35 µM. Wnt/beta-catenin reporter cell assay, activator, plate reader; in the data active means activation above about 30%, passing the limit was not always enough; inconclusive means no clear call, values can overlap the other calls;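 further: 0% = neutral control wells and 100% = positive control wells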
# phage Ecoli inh – E. coli growth loss with phage present. inhibition, % at 11.9 µM. 360,000 compounds, 0.26% hits. growth absorbance. AID 651602; in the data active means inhibition above about 11%
# MITF act – MITF TRPM1 promoter activation in melanoma cells | 300,000 compounds, 0.75% hits | SK-MEL-5 TRPM1-promoter luciferase, 24 h; % of positive control, neutral wells = 0 | activation, % at 12.5 µM | AID 588334;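 active means mean activation of at least 80% with every replicate also reaching 80%; inconclusive means mean reaches 80% but some replicate falls short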;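 further: 0% = neutral control wells and 100% = parthenolide positive control wells; values of inactives mirror those of a sister screen read the other way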
# Ecoli viability – bacterial growth inhibition, counter-screen for AddAB inhibitors. inhibition, % at 11.9 µM. E. coli V3065 growth, OD600 absorbance, 18 h. 330,000 compounds, 0.27% hits;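 active means inhibition above the campaign's mean inhibition across all tested compounds plus 3 SD, cut at about 9.9% in these data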;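 further: uninfected addAB+ strain grown without phage in ampicillin broth; 0% = DMSO wells and 100% = ciprofloxacin 0.95 µg/ml wells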
# An asterisk follows results filed as active; ? = inconclusive; · = not tested or not shown. Not a hit list, and some 3.6% of all compounds hit somewhere here.
molecule,SR-BI HDL uptake,Tat transport,CAL PDZ FP-1,SR-BI DiI-HDL act,AddAB inh,CAL PDZ FP-2,Wnt act,phage Ecoli inh,MITF act,Ecoli viability
CCn1c(SCC(=O)N/N=C/C=C\c2ccccc2[N+](=O)[O-])nnc1-c1ccccc1,28.7,7.9,-0.4,-28.7,-1.8,·,-0.6,0.3,-15.1,-0.9
CCOC(=O)N1C2=NC(C(=O)OC)=C(C(=O)OC)[C@@H]3N(C)c4ccc(OC)cc4[C@]23C[C@H]1C(=O)OC,-20.1,9.4,-0.6,20.1,0.8,-1.2,2.0,-1.9,-4.2,-1.4
COc1ccc(Cl)cc1-n1c(N)c(C(N)=O)sc1=S,-24.7,19.9,-2.2,24.7,2.0,·,-0.9,·,2.7,-0.7
COc1ccc(CCNC(=O)CCNS(=O)(=O)c2cccc3nonc23)cc1OC,12.4,1.3,-0.6,-12.4,-0.3,-0.7,2.7,0.1,-3.7,2.4
CC1(C(=O)O)CCC(C(=O)Nc2ccccc2O)C1(C)C (centres undefined),-19.1,-0.4,-1.7,19.1,0.5,-2.2,·,3.0,·,0.0
Cc1nnc(NC(=O)CCNC(=O)c2ccccc2Cl)s1,-18.0,6.1,-2.1,18.0,1.3,-0.6,-1.2,1.4,-4.3,-1.9
Cc1ccc(NC(=O)Cn2nc([N+](=O)[O-])c(Br)c2C)cc1C,24.1,3.6,-1.8,-24.1,1.6,-1.8,-2.6,3.3,-10.4,0.6
COc1cc(CC2C(=O)OCC2C(=O)c2ccc3c(c2)OCO3)cc(OC)c1OC (centres undefined),3.8,-4.0,0.4,-3.8,·,-2.3,0.1,4.2,-2.0,·

# Next section, overlapping the part above by four compounds.
molecule,SR-BI HDL uptake,Tat transport,CAL PDZ FP-1,SR-BI DiI-HDL act,AddAB inh,CAL PDZ FP-2,Wnt act,phage Ecoli inh,MITF act,Ecoli viability
CC1(C(=O)O)CCC(C(=O)Nc2ccccc2O)C1(C)C (centres undefined),-19.1,-0.4,-1.7,19.1,0.5,-2.2,·,3.0,·,0.0
Cc1nnc(NC(=O)CCNC(=O)c2ccccc2Cl)s1,-18.0,6.1,-2.1,18.0,1.3,-0.6,-1.2,1.4,-4.3,-1.9
Cc1ccc(NC(=O)Cn2nc([N+](=O)[O-])c(Br)c2C)cc1C,24.1,3.6,-1.8,-24.1,1.6,-1.8,-2.6,3.3,-10.4,0.6
COc1cc(CC2C(=O)OCC2C(=O)c2ccc3c(c2)OCO3)cc(OC)c1OC (centres undefined),3.8,-4.0,0.4,-3.8,·,-2.3,0.1,4.2,-2.0,·
COC(=O)[C@]1(C)N[C@H](CN(C)S(=O)(=O)c2ccccc2)[C@@H]2C(=O)N(C)C(=O)[C@@H]21,-38.3,-9.6,-0.2,38.3,2.5,-1.2,-2.6,1.5,5.9,0.5
O=C(CN1C2CCC1CC(NC(=O)NC1CCCCC1)C2)NC1CC1 (centres undefined),-29.8,-3.5,0.8,29.8,0.3,-7.0,4.1,0.2,6.6,1.4
Cc1ccc(SCCC(=O)N/N=C/c2cccnc2)cc1,·,-2.7,-2.9,·,0.1,2.7,-0.7,0.4,-5.1,-0.1
CCCCN(CCCC)S(=O)(=O)c1ccc(SCC(=O)OCC)c([N+](=O)[O-])c1,2.8,-10.7,-0.9,-2.8,1.8,-6.0,-2.0,3.9,5.9,-1.6
COc1cc(C(=O)Nc2ccc(NC(=O)C(C)C)nc2)cc(OC)c1OC,12.7,-5.4,-0.6,-12.7,2.4,-4.0,·,2.5,-9.6,-3.2
CCN1CCN(c2ccc(S(=O)(=O)N3CCOCC3)cc2NC(=O)CC(C)C)CC1,-14.9,-6.3,1.2,14.9,2.8,-3.9,0.5,-0.1,-1.6,-0.3
CN(C(=O)COC(=O)c1ccc2ccccc2n1)C1CCCCC1,-16.9,-7.7,-0.2,16.9,-1.5,-3.4,-1.0,3.0,-3.8,-1.9
Cc1ccc(NS(=O)(=O)c2ccc(Br)cc2)nc1,4.3,0.9,-0.2,-4.3,2.5,4.5,-1.0,4.4,11.9,-2.8

# The list continues.
molecule,SR-BI HDL uptake,Tat transport,CAL PDZ FP-1,SR-BI DiI-HDL act,AddAB inh,CAL PDZ FP-2,Wnt act,phage Ecoli inh,MITF act,Ecoli viability
Cc1ccc(C(=O)N(CC(C)C)c2c(N)n(Cc3ccccc3)c(=O)[nH]c2=O)o1,-39.8,3.7,-2.8,39.8,-1.9,-2.4,-2.0,2.6,3.2,-2.3
COc1ccc(CCNC(=O)CSc2c[nH]c3ccccc23)cc1OC,2.9,1.6,-0.5,-2.9,0.5,-1.5,-1.9,1.8,·,-0.9
COCCn1ccc2c(OCC(=O)Nc3ccccc3OC)cccc2c1=O,6.4,-8.2,-6.9,-6.4,-0.1,-5.0,0.3,2.0,-4.5,1.4
Cc1ccc(C2CC(c3ccccc3)=NN2C(=O)CSc2nnc(-c3ccc(Cl)cc3)o2)o1 (centres undefined),·,10.0,-1.0,·,1.4,-1.9,·,1.5,-6.8,2.2
CCC(CC)C(=O)Nc1nnc(CCc2ccccc2)s1,-10.1,-5.2,-1.4,10.1,0.2,·,-0.5,-0.6,·,0.3
O=C(c1ccc(F)cc1)C1CCN(C(=O)c2ccccc2)CC1,2.9,2.3,0.2,-2.9,-0.6,-3.4,-1.9,-3.5,10.1,1.5
COc1ccc(NC(=O)CN2CCCC2c2cccs2)cc1S(=O)(=O)N1CCCCC1 (centres undefined),39.5,2.8,-1.4,-39.5,-0.9,-2.8,-1.6,-1.1,-16.1,-2.6
O=C(NN=C1CCCC1)c1ccc([N+](=O)[O-])cc1,-9.5,-1.0,-0.6,9.5,2.8,·,4.3,1.7,-1.2,0.4

# Additional records.
molecule,SR-BI HDL uptake,Tat transport,CAL PDZ FP-1,SR-BI DiI-HDL act,AddAB inh,CAL PDZ FP-2,Wnt act,phage Ecoli inh,MITF act,Ecoli viability
COc1cc2c(C(F)(F)F)c(-c3ccc(C#N)cc3)oc(=O)c2cc1OC,1.0,-1.3,-0.6,-1.0,2.0,-5.4,1.6,1.3,-0.1,1.9
Cc1cc(NC(=O)CSc2ccc3ccccc3c2)no1,-3.4,-4.2,0.3,3.4,2.8,-2.8,·,3.1,-6.5,-2.1
NC(=O)N[C@@H](Cc1c[nH]c2ccccc12)C(=O)OCC(=O)N1CCCCC1,-16.3,-1.9,-3.1,16.3,2.7,-3.0,-9.8,3.0,-1.7,1.8
CC(=O)n1c(-c2ccccc2)c(CO)c2ccccc21,16.6,-15.2,-0.3,-16.6,2.4,-4.9,-3.8,1.9,-6.2,-2.7
OCC1CCCN1C(=S)Nc1ccccc1 (centres undefined),-11.5,-5.1,0.5,11.5,2.2,-0.1,·,1.4,2.0,-2.4
O=C(NC1CC1)C1CCN(C2CCN(C(=O)CCOc3ccccc3)CC2)CC1,26.5,2.6,-0.1,-26.5,3.9,4.5,·,4.9,1.0,-0.4
CC(C)(C)OC(=O)N1CCNc2ccccc2C1,·,6.5,-3.8,·,2.2,5.0,-0.9,0.6,?,1.6
O=C(NCc1ccco1)C(c1ccncc1)N(C(=O)Cn1nnc2ccccc21)c1ccccc1 (centres undefined),·,3.8,-2.0,·,2.0,-3.4,-0.3,3.0,-6.1,-0.1

# Carrying on.
molecule,SR-BI HDL uptake,Tat transport,CAL PDZ FP-1,SR-BI DiI-HDL act,AddAB inh,CAL PDZ FP-2,Wnt act,phage Ecoli inh,MITF act,Ecoli viability
O=C(NCc1nc2ccccc2[nH]1)C1=C[C@@H](c2ccccc2)C[C@@H](OCCCCO)O1,-3.7,-5.5,-0.2,3.7,2.3,-2.6,-2.7,2.3,-14.0,-0.9
Cc1ccc(C(C)NC(=O)C2CCCC2)cc1C (centres undefined),-4.3,-3.3,-1.3,4.3,0.3,·,-0.4,1.5,8.5,1.1
Cc1c(C2C(C#N)=C(N)OC3=C2C(=O)CCC3)cnn1C (centres undefined),-33.6,0.6,-0.6,33.6,2.3,-0.1,0.1,3.4,3.2,1.4
CC(C)CCOP(=O)(c1ccc(N(C)C)cc1)C(O)c1c(Cl)cccc1Cl (centres undefined),-11.5,0.2,-1.0,11.5,-1.3,-0.9,-1.4,0.6,-5.9,-0.3
COc1cc(OC)cc(C(=O)OCn2nnc3ccccc3c2=O)c1,-14.4,-0.6,-0.5,14.4,0.8,·,-1.5,0.9,·,0.4
O=C(O)CCN1C(=O)C2C3CC(C2C1=O)C1C(c2ccccc2)c2sc(=O)[nH]c2SC31 (centres undefined),-4.5,-7.3,-0.1,4.5,2.6,-8.4,-1.9,1.2,-2.7,-0.3
COc1ccc(N2C(=O)CSC2c2cccs2)cc1 (centres undefined),-15.0,0.0,-0.4,15.0,2.1,2.9,-2.9,1.5,6.8,4.1
CCOC(=O)C(C#N)C(c1cccnc1)c1c(C)[nH][nH]c1=O (centres undefined),15.2,4.7,-4.6,-15.2,2.1,3.3,-2.1,1.8,·,0.0

# New compounds follow:
molecule,SR-BI HDL uptake,Tat transport,CAL PDZ FP-1,SR-BI DiI-HDL act,AddAB inh,CAL PDZ FP-2,Wnt act,phage Ecoli inh,MITF act,Ecoli viability
Cc1ccc(/C=N/n2c(-c3cccnc3)n[nH]c2=S)s1,-17.1,3.0,-0.7,17.1,0.8,0.2,0.3,-3.1,14.0,-0.2
COC(=O)c1ccc(NC(=O)COc2ccc3c(c2)OCO3)cc1,·,-0.1,-1.0,·,1.2,·,-0.8,3.0,-15.4,-0.9
O=C(COc1ccccc1)N1CCN(c2ncccn2)CC1,5.6,-0.4,-0.8,-5.6,1.7,-2.2,2.9,4.3,-4.8,-1.3
O=C(NC12CC3CC(CC(C3)C1)C2)c1ccccc1O,12.5,5.4,-5.0,-12.5,2.2,-0.2,-2.3,1.9,2.3,0.8
CC1(C)COC(c2cccc(C3=NC(C)(C)CO3)n2)=N1,-30.9,-5.8,-0.1,30.9,-1.2,-0.9,-2.9,4.8,-5.3,-1.5
COc1ccc(CCN(C)C(=O)CN2C(=O)NC3(CCCCC3C)C2=O)cc1OC (centres undefined),-3.3,-8.9,-2.4,3.2,2.7,15.8,-3.7,3.3,6.2,2.7
Cc1ccccc1CSc1nnc(NC(=O)C2COc3ccccc3O2)s1 (centres undefined),-28.3,3.9,-3.7,28.3,-0.7,-1.9,-3.0,0.5,-6.4,1.0
COc1ccc(CN2CCSCC2)cc1C,-18.7,-3.9,0.6,18.7,0.1,-5.1,-1.8,1.4,5.4,0.9
O=S(=O)(Nc1ccc2c(c1)nc1n2CCN(Cc2ccccc2)C1)c1ccc(F)cc1,-1.9,3.4,-1.6,1.9,0.2,·,-3.4,3.0,-15.0,-2.2
O=S(=O)(c1cccc(F)c1)N1CCN(Cc2cc3c(cc2Br)OCCO3)CC1,-11.1,4.5,-0.9,11.1,-0.1,-2.2,-2.0,1.6,-2.6,-0.3

# From PubChem
